Screening data (PubChem)
HCMV inh = human cytomegalovirus inhibition; 4.5% of 410,000 active; AID 1259415; HFF cells, HCMV-luciferase reporter, 72 h; active compounds read low; activity change, negative = inhibition, % at 57.5 µM; in the data active = activity change below about -60%; inconclusive = no clear call, values can overlap the other calls; inactive = above about -39%
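After 16 h attachment at 37C, HFF cells received test compound and HCMV-luciferase (1 PFU/cell); reporter luminescence read 72 h later, data normalized against buffer-only and known inhibitor Salinomycin.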
Tb PYK inh = inhibitors of Trypanosoma brucei pyruvate kinase | Q57TT1 | TbPYK enzyme, Kinase-Glo Plus ATP luminescence, 45 min | Potency, µM (top dose mostly 76.8 µM), inactives show top-dose activity, negative = inhibition, hits mostly inhibitors | 0.12% of 410,000 active; also: potency is read from the fitted curve at half-maximal effect; nearly all actives have a fitted effect of over 50% in size
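Screened from lowest to highest concentration, compounds were pinned into TbPYK/substrate mixtures, and ADP (130 uM final) was added. Plates sat at room temperature for 45 min prior to Kinase-Glo Plus detection by luminescence.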
AmpC inh no detg = blocks E. coli AmpC beta-lactamase in detergent-free assay | AID 485341 | P00811 | Potency, µM (highest dose often 57.1 µM), without a hit: at the highest dose activity change, negative = inhibition, usual class: inhibitors | AmpC nitrocefin hydrolysis, absorbance 480 nm, 0.0001% Triton | 0.52% of 330,000 active;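 also: potency is read from the fitted curve at half-maximal effect; plate controls were no compound for no effect and no enzyme for full effect; nearly all actives have a fitted effect of over 20% in size; some results filed as inactive show a strong effect at the top dose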
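20 mM phosphate pH 7.0 + 0.01% (detergent screen) or 0.0001% Triton X-100; 5.3 nM AmpC reagent; cpd preinc 15 min RT; nitrocefin (800 uM stock) to start; A480 q20 s × 4 min; Activity was normalised to no-enzyme and no-compound control wells.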
AMA1 RON2 block = disrupts binding of P. falciparum AMA1 to RON2. AlphaScreen AMA1-biotinylated RON2 peptide binding. 0.2% of 360,000 active. Potency, µM (titrated, usually from 58.2 µM), inactives show at the highest dose activity change, negative = inhibition, hits mostly inhibitors;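 also: potency is read from the fitted curve at half-maximal effect; 0% = vehicle wells and -100% = peptide control; nearly all actives have a fitted effect of over 45% in size; some results filed as inactive show a strong effect at the top dose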
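AMA1 (3D7) with his tag at 25 nM final met compounds first, then biotinylated RON2 peptide at 25 nM; detection used donor plus acceptor beads, 10 µg/mL apiece, read by AlphaScreen after 30 min at room temperature.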
HCV inhibitor = inhibitors of hepatitis C virus infection; Huh7.5.1 HCVcc-Cre infection, luciferase reporter, 44 h; Potency, µM (highest dose often 41.8 µM), for the others: at the top dose activity change, negative = inhibition, usual class: inhibitors; 3.4% of 340,000 active; AID 651820; also: potency is read from the fitted curve at half-maximal effect
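A cell-based infection assay in which seeded cells (1,000 per well) receive test compound after 4 h, are inoculated with HCVcc-Cre at approximately 0.5 moi, and are incubated 44 h before luminescence detection.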
AmpC inh detg = blocks E. coli AmpC beta-lactamase in detergent assay; P00811; AmpC hydrolysis of nitrocefin, absorbance 480 nm, 0.01% Triton; Potency, µM (doses to about 114 µM), for the others: at the top dose activity change, negative = inhibition, usual class: inhibitors; 0.041% of 370,000 active; AID 485294;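 also: potency is read from the fitted curve at half-maximal effect; 0% = no-compound wells and -100% = no-enzyme wells; nearly all actives have a fitted effect of over 25% in size; some results filed as inactive show a strong effect at the top dose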
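20 mM phosphate pH 7.0 + 0.01% (detergent screen) or 0.0001% Triton X-100; 5.3 nM AmpC reagent; cpd preinc 15 min RT; nitrocefin (800 uM stock) to start; A480 q20 s × 4 min; Activity was normalised to no-enzyme and no-compound control wells.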
LmPK inhibitor = inhibitors of Leishmania mexicana pyruvate kinase; Q27686; purified LmPK, Kinase-Glo ATP luminescence, 1 h; Potency, µM (top dose mostly 57.5 µM), without a hit: top-dose activity change, negative = inhibition, usual class: inhibitors; 0.37% of 290,000 active; also: potency is read from the fitted curve at half-maximal effect
Target sequence (Q27686 whole entry, looked up): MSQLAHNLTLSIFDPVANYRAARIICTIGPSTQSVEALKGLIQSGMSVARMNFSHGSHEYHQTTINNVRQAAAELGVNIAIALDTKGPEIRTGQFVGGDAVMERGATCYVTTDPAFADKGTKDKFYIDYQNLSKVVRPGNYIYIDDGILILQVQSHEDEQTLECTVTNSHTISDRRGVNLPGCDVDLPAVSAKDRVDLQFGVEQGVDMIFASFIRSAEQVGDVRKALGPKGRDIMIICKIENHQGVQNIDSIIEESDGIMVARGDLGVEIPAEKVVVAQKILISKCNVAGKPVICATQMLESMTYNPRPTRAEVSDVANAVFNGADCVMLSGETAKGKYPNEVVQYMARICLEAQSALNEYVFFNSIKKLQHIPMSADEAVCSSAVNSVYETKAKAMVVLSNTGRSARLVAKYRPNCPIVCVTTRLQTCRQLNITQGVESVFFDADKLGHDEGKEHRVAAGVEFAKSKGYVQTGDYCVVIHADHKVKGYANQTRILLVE
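0.1 nM LmPK, 0.5 mM PEP, 0.1 mM ADP; 50 mM imidazole pH 7.2, 7 mM MgCl2, 50 mM KCl; 1 h RT. Kinase-Glo luminescence readout, normalized to no-enzyme (full inhibition) and uninhibited wells.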
Numbers without * were called inactive; u = inconclusive; x = not tested or not shown; & = joins results of further samples; [ ] = dose if it differs, or a comment. Unless noted, calls follow the shape of the dose curve; as a rule, active = well fitted curve in the direction sought with a large enough effect; inconclusive = small, poorly fitted or top-dose-only effect, or another doubt; inactive = no such curve, though single readings can be large; an effect the other way counts as inactive or inconclusive. Unless noted, % is scaled to controls: 0 for no effect and ±100 for the full control effect.

compound	AmpC inh no detg	Tb PYK inh	AmpC inh detg	HCV inhibitor	LmPK inhibitor	AMA1 RON2 block	HCMV inh
COc1ccccc1CC(=O)N1CCN(c2ccccc2)CC1	-3%	1%	-10%	4%	10%	0%	2
CCOCCn1ccc2c(OCC(=O)NCc3ccc(F)cc3)cccc2c1=O	x	-2%	3%	x	x	x	18
COc1ccc(Cl)cc1N1C(=O)C2CCCN2C1c1cccc(F)c1 (stereo not drawn)	8%	-1%	u	2%	7%	-1%	1
CN(C)C(=O)c1cc(C(=O)c2ccccc2F)c[nH]1	-8%	2%	0%	12%	5%	4%	73
CCC1CCCCN1C(=O)c1cccc(S(=O)(=O)Nc2cc(C(F)(F)F)ccc2Cl)c1 (stereo not drawn)	64%[activator]	2%	-12%	15%	1%	6%	-37
O=C(NCC1CCCN(Cc2ccc3nonc3c2)C1)c1cccc(C(F)(F)F)c1 (stereo not drawn)	-15%	2%	0%	-10%	5%	-6%	-20
O=C(COC(=O)CNC(=O)c1ccc(Cl)cc1Cl)Nc1cccc(S(=O)(=O)N2CCCC2)c1	-14%	-1%	-15%	38%[activator]	x	4%	-1
COc1ccccc1Cc1c(-c2ccccc2)nc2ccc(Cl)cn12	x	5%	x	x	x	0%	51
Cc1ccc2c(c1)N(C(=O)N1CCC(C(=O)NCCC3=CCCCC3)CC1)CC(C)O2 (stereo not drawn)	x	-1%	15%	x	x	x	3
CC1(c2ccc(OC(F)F)cc2)NC(=O)N(CC(=O)NCCC2=CCCCC2)C1=O (stereo not drawn)	28%	1%	u	-9%	x	-6%	-24
COc1cc(NC(=S)NC(=O)c2ccccc2C)ccc1NC(=O)c1cccs1	-34%	3%	-14%	2µM*	1%	34%[activator]	-1
Cc1ccc(S(=O)(=O)N(C)CCCC(=O)Nc2ccccn2)cc1	x	-4%	x	1%	x	2%	-2
COc1cc2ccccc2cc1C(=O)N1CCN(c2nc3c(F)cc(F)cc3s2)CC1	x	-1%	0%	x	x	x	-14
CC12CCC(=O)N1C(C(=O)NNC(=O)c1cccc(Cl)c1)CS2 (stereo not drawn)	-11%	1%	-12%	1%	x	0%	-17
Cn1cc(S(=O)(=O)N2CCN(c3ccccc3)CC2)c(=O)n(C)c1=O	40µM*	1%	-14%	-2%	3%	4%	-5
CCOC(=O)c1ccc(NC(=S)N(Cc2cccnc2)Cc2ccco2)cc1	6%	-8%	-7%	4%	-2%	u	30
COc1cc(C(=O)NC(c2ccc(Cl)cc2)c2cc(Cl)c3cccnc3c2O)cc(OC)c1OC (stereo not drawn)	x	-11%	5%	x	x	x	-2
C=CCNCc1cccn1-c1ccccc1	-16%	-9%	-15%	5%	-6%	u	-2
O=C(Nc1ccc(F)cc1)c1cccc(N2CCCS2(=O)=O)c1	x	-5%	-1%	x	x	x	2
O=S(=O)(c1ccccc1Br)N(Cc1ccccc1)CC(O)COCc1ccccc1 (stereo not drawn)	-34%	-4%	x	-17%	x	-6%	-9
Cc1ccc(N(Cc2cc3ccc(C)cc3[nH]c2=O)S(C)(=O)=O)c(C)c1	98%[activator]	-2%	9%	3%	6%	10%	-10
CCOc1ccc(NC(=O)CN2CC(c3ccccc3)CC2=O)cc1 (stereo not drawn)	2.5µM*	1%	-15%	8%	-1%	-1%	0
O=C(CCCn1c(=S)[nH]c2ccc(Br)cc2c1=O)NCC1CCCO1 (stereo not drawn)	-11%	-2%	-1%	-27%	-16%	77%[activator]	8
CC(=O)C1=C(O)C(=O)N(CCCn2ccnc2)C1c1ccc(C)cc1 (stereo not drawn)	-16%	-3%	1%	16%	0%	-4%	8
Cc1cccc(NC(=O)N2CCC(n3c(C)nc4cccnc43)CC2)c1	x	3%	10%	x	x	x	52
c1c2c(cc3sc(N4CCOCC4)nc13)OCCO2	12%	u	-3%	6%	14µM*	-7%	u
Cc1ccc(Nc2cc(C)nc3ccccc23)c(C)c1	x	-1%	x	32µM*	x	-5%	u
CCc1nnc(NC(=O)CN2CCN(Cc3ccc(C)cc3)CC2)s1	1%	-3%	-4%	5%	-2%	69%[activator]	6
O=S1(=O)CC(N2CCN(Cc3ccccc3F)CC2)CN1Cc1cn(Cc2ccc(C(F)(F)F)cc2)nn1 (stereo not drawn)	x	0%	x	x	x	-15%	-18
CC(=O)Nc1cccc(NC(=O)/C=C/c2ccc(S(=O)(=O)N3CCOCC3)cc2)c1	-7%	-7%	x	-22%	x	-3%	36
Clc1cccc(CSc2ncnc3c2ncn3C2CCCCO2)c1 (stereo not drawn)	x	-4%	x	u	x	1%	64
CCCCNC(=S)NNC(=O)c1csc(CC)c1	-18%	-1%	-6%	-22%	6%	100%[activator]	39
COc1ccc(-n2c(Cc3cccn3C)nnc2SCC(=O)Nc2nccs2)cc1	-5%	-6%	-11%	-4%	0%	17%	-5
O=S(=O)(CCN1CCN(c2ccccc2O)CC1)c1ccc(Cl)cc1	x	-3%	x	x	x	12%	-23
CC1(C(=O)NS(=O)(=O)c2ccccc2)CCN1C(=O)CCc1ccc(Cl)cc1Cl (stereo not drawn)	x	3%	x	x	x	2%	-3
N#C/C(=C\c1ccc(Cl)cc1)c1nc2ncccc2[nH]1	62%[activator]	2%	u	u	1%	15%	41
COC(=O)c1ccc(Cl)cc1NC(=O)N1CCC(CN2CCC(C)CC2)CC1	x	3%	19%	x	x	x	-12
CC(C)(C)c1ccc(-c2nnc(SCC(=O)NCC3CCCO3)n2N)cc1 (stereo not drawn)	210%[activator]	-10%	x	29%	x	56%[activator]	-7
Cc1ccccc1OCC(=O)OCC(=O)NCc1ccc2c(c1)OCO2	-10%	4%	x	11%	x	5%	-5
O=C(COC(=O)/C=C/c1cccc(Cl)c1)NC(=O)NCc1ccccc1	-29%	-4%	-9%	-6%	x	-2%	0
COc1ccc(F)cc1S(=O)(=O)N1CCN(C(=O)c2ccco2)CC1	-3%	4%	-10%	15%	-3%	0%	11
c1ccc(Cc2ccc(OCCCNC3CCCC3)cc2)cc1	39%	x	1%	x	3%	x	x
NC(=O)N/N=C/c1cn(-c2ccccc2)nc1-c1cccnc1	-21%	2%	4%	-17%	-16%	-5%	x
COc1ccc(NC(=O)Cn2nnc(C(=O)NCc3cccs3)c2N)cc1	u	0%&2%	-11%&-4%	-18%	3%	-1%	-13&9
Cc1ccc(CNC(=O)CNS(=O)(=O)c2cccc3nsnc23)cc1	-17%	5%	-12%	20%	-4%	5%	u
CCCOc1ccc(C2C(=O)N(C3CCCCCC3)CC(=O)N2Cc2ccccc2OC)cc1OC (stereo not drawn)	x	0%	9%	x	x	x	-31
CNC(=O)c1ccsc1NC(=O)c1ccc(S(=O)(=O)N2CCCc3ccccc32)cc1	-14%	-19%	0%	10µM*	7%	-3%	-62*
C=CC[C@@H](Cc1ccc(F)cc1)C(=O)OC[C@H]1CCCN1C(=O)[C@H](CC=C)CC(=O)N[C@H](CO)Cc1ccccc1	161%[activator]	2%	x	-3%	x	14%	27
Cc1cccc(NC(=O)c2cccc3c2-c2ccccc2C3=O)n1	-2%[2.29 µM]	0%	-2%	-5%	1%	-13%	-14
Cc1cc(NC(=O)c2ccco2)ncc1NC(=O)Cc1ccccc1	-13%	3%	u	6%	-8%	14%	54
